Screening results as filed in PubChem BioAssay.
RBX1-CUL1 inh: inhibitors of human ROC1-CUL1 ubiquitin ligase activity; E3 ubiquitin-protein ligase RBX1 (Homo sapiens) + Cullin-1 (Homo sapiens), P62877+Q13616; in vitro K48 di-Ub FRET, acceptor:donor ratio, 45 min; inhibition, % at 10 µM; 0.6% of 140,000 active; in the data active means inhibition above about 25%
Target sequence (P62877 whole entry, looked up): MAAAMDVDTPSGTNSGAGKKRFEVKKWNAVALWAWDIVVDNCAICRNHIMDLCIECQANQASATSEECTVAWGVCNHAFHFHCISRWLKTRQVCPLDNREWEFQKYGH
Target sequence (Q13616 whole entry, looked up): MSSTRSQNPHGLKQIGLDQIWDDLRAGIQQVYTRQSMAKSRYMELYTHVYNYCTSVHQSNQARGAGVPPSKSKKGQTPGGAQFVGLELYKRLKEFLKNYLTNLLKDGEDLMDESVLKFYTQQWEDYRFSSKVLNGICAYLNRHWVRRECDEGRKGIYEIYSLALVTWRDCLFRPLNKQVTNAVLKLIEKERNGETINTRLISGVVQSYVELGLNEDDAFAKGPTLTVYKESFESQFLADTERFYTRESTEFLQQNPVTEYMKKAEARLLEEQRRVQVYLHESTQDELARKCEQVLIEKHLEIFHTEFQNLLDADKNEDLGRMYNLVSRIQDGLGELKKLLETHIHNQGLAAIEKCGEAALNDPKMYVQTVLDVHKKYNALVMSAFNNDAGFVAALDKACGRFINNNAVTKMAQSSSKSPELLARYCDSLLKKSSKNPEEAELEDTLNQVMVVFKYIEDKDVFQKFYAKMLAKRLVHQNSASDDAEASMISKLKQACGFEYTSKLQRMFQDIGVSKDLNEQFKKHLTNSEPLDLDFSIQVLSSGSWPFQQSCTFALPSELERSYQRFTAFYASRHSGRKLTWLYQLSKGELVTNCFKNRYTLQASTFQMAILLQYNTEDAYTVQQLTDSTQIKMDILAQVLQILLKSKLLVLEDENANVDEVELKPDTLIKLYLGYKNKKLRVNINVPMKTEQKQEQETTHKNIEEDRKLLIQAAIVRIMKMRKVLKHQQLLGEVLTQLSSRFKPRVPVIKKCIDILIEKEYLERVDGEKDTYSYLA
Active calls of the source: *. This is a subset, so the mix of outcomes need not match the whole.

SMILES	RBX1-CUL1 inh
Cc1cc(C)cc(NC(=O)c2cccc(NC(=O)c3ccccc3C(=O)O)c2)c1	-2
Cc1ccc(OCCCCc2c(C)n[nH]c2C)c(C)c1	-2
N#CC1C(N)=NC2=NC(=S)NC(=O)C2C1c1ccccc1F (stereo not given)	4
CCOc1cccc(CC(=O)N2CCc3c([nH]c4ccccc34)C2c2ccc(OC)cc2)c1OCC (stereo not given)	-7
COCc1cc(C)nc2sc(C(=O)Nc3ccc(C(=O)OC)cc3)c(N)c12	4
O=S(=O)(Cc1cccc(Cl)c1)Nc1ccccc1F	7
Cc1cc(Cl)ccc1NC(=O)CN1C(=O)CSc2ccc(S(=O)(=O)N(C)C)cc21	0
Cc1cc(Sc2ccc(F)cc2)nc(Sc2ccc(F)cc2)n1	0
COc1ccc(C(N)=O)c(Br)c1	0
O=C(NCCN1CCOCC1)C1CC(c2ccc(Cl)cc2)=NO1 (stereo not given)	5
O=C(Cc1cnc2ccccn12)N1CCc2[nH]nc(C3CCC3)c2C1	11
CC(=O)N1CCc2cc(Br)cc(S(=O)(=O)CCC(=O)N3CCN(c4ccccc4)CC3)c21	2
COc1ccc(CCNC(=O)c2ccnc(C(C)(C)C)c2)cc1OC	-5
c1cc2nsnc2cc1CSc1nc2ccc3[nH]snc3c2n1	-4
CCCCn1c(-c2ccc(Cl)cc2)n[nH]c1=S	5
CN(CC(=O)Nc1ccc(C23CC4CC(CC(C4)C2)C3)cc1)C(=O)OCc1ccccc1	-3
C(#CC1C=C(c2cccs2)OC(c2cccs2)=C1)c1ccccc1	-3
CN(C(=O)c1cccs1)C(Cc1ccccc1)C1CCN(C(=O)/C=C/c2ccccc2)CC1 (stereo not given)	3
CC(=O)Nc1cccc(Oc2ncnc3scc(-c4ccc(C)cc4)c23)c1	-10
c1cc(-c2cnc3ccccc3n2)cc(-c2ccn(Cc3ccncc3)n2)c1	13
CCCCCNC(=O)C1CCC(Cn2c(=O)c3sccc3n(CC(=O)NCc3cccc(OC)c3OC)c2=O)CC1 (stereo not given)	-4
CCn1ccc2cc(S(=O)(=O)N3CCC(C(=O)NCC(C)c4ccccc4)CC3)ccc21 (stereo not given)	9
COc1cccc(CSc2nnc(CSc3nc4nc(C)cc(C)n4n3)s2)c1	2
Cc1cccc(CN2CCC(C(=O)Nc3ccccc3C)CC2)c1	-4
CC(C)CC(=O)C1C(=O)C(=O)N(Cc2ccccc2)C1c1ccccc1 (stereo not given)	-3
CCOc1ccccc1CN1C(=O)c2ccccc2C1C(=O)NC1CCCCCC1 (stereo not given)	3
CNC(=O)C(C)Oc1ccccc1OC (stereo not given)	3
CCCS(=O)(=O)NCCc1csc2nc(-c3ccc(OC)cc3)nn12	-4
OC1(C(F)(F)F)CC(c2ccccc2)=NN1C(=S)c1ccccc1 (stereo not given)	-2
OCCCc1nc2n(n1)C(c1ccccc1)CC(c1ccc(Br)cc1)=N2 (stereo not given)	5
COc1ccc(N=c2ssc3c2-c2cc(C)ccc2N(C(=O)COc2ccc(OC)cc2)C3(C)C)cc1	3
O=C1CCCCCN1C(=O)c1ccccc1	-4
c1cnc(N2CCC(C3CCN(Cc4nccs4)C3)CC2)nc1 (stereo not given)	-4
CCN1CCC(NC(=O)c2ccc3ccccc3c2)CC1	7
CCOC(=O)c1c(NC(=O)c2c([N+](=O)[O-])cnn2C)sc2c1CCCC2	12
COC(=O)C1CCCCN1C(=O)c1c(OC)cc(=O)n2c1CCN(Cc1cccc(OC)c1)CC2 (stereo not given)	-5
COc1ccc2nc(NC(=O)CSC3=N/C(=C/c4cc(OC)c(OC)c(OC)c4)C(=O)N3c3ccccc3)sc2c1	-4
CCc1ccc(CNC(=O)c2ccc(NC(=O)N3CC(C)Sc4ccccc43)cc2)cc1 (stereo not given)	5
CC(C)n1cc(-c2cc(C(=O)N3CCCOCC3)c3ccc(F)cc3n2)cn1	2
CN1C(=O)/C(=C/c2cccn2C(C)(C)C)C(=O)NC1=S	87*
COc1cc(NC(=O)Cc2cccs2)cc(-n2cnnn2)c1	-9
CCOC(=O)C1(CC2CCCCO2)CCN(S(=O)(=O)c2cc(F)c(F)cc2F)CC1 (stereo not given)	8
Cc1ccc2c(C)nc(N=C3N=C(CSc4nnnn4-c4ccccc4)CC(=O)N3)nc2c1	2
NC(=S)NNC(=O)c1ccccc1C(=O)O	-11
O=C(Nc1ccccc1C(F)(F)F)c1ccc(NC(=O)c2ccccc2C(=O)O)cc1	2
COc1ccc(C(=O)Nc2cc(C)c(O)c(S(=O)(=O)c3ccc(Cl)cc3)c2C(C)C)cc1	-6
COc1cccc(-c2noc3c2CN(C(=O)c2ccsc2)CC3)c1	1
OC1(c2ccccc2)CCC(O)(c2ccccc2)CC1 (stereo not given)	0
CCc1cccc(NC(=O)C(Cc2ccccc2)NS(=O)(=O)c2cccs2)c1 (stereo not given)	2
Cc1cc(C)cc(N2C(=O)CS(=O)(=O)C23C(=O)N(Cc2ccc(F)cc2)c2ccc(C)cc23)c1 (stereo not given)	2
CCOC(=O)C(=C1SCCS1)c1ccccc1	5
O=C(Nc1cc(Sc2ccccn2)cc([N+](=O)[O-])c1)c1cccc(F)c1	7
CSc1nc(-c2ccccc2)c(-c2ccccc2)[nH]1	3
COc1cccc(C2C(C(=O)Nc3ccc(C)cc3C)C(C)=Nc3c(C(=O)Nc4cccc(C)c4)cnn32)c1OC (stereo not given)	3
CCN1CCN(c2nc(CSc3ncccn3)cc(=O)[nH]2)CC1	-13
CC(C)COc1ccc(C(=S)N2CCCC2)cc1	6
O=C(CCCOc1ccc(Cl)cc1Cl)NCC1CCCO1 (stereo not given)	-5
FC(F)(F)c1ccc(C2CC(c3cccs3)=Nc3ncnn32)cc1 (stereo not given)	0
O=C(Nc1ccccc1)c1cnc(N2CCCCC2)c2ccccc12	-2
Cc1ccc(NC(=O)CCn2nc(-c3ccccc3)c3ccccc3c2=O)c(C)c1	6

Carrying on:
SMILES	RBX1-CUL1 inh
COc1cccc(C2CC(=O)Nc3c2ccc(C)c3C)c1OC (stereo not given)	-2
Cc1ccc2[nH]c3c(c2c1)CCCC3NCCCc1ccccc1 (stereo not given)	4
Cc1cccc(CS(=O)(=O)NCC2CCCO2)c1 (stereo not given)	4
O=c1c(Br)ccc2ccccn12	-3
CCn1c(=O)cc(SCC(=O)N2CCN(c3ccccc3F)CC2)c2ccccc21	4
CCCCCNC(=O)C1CCC(Cn2c(=O)c3sccc3n(CC)c2=O)CC1 (stereo not given)	1
O=c1ccc2cc(S(=O)(=O)Nc3ccc(OC(F)(F)F)cc3)ccc2[nH]1	4
Cc1ccccc1Nc1nnc(-c2ccc(C)c(S(=O)(=O)N3CCN(C)CC3)c2)c2ccccc12	1
Cc1cc2nnc(SCC(=O)Nc3c(F)cccc3F)n2c2ccccc12	15
CCOc1cc(-c2ccc3c(c2)OCO3)cc(=Nc2ccc(NC(C)=O)cc2)c2c(C)oc(C)c12	-4
CCOC(=O)c1c(-c2ccccc2)nn(-c2ccccc2)c1-c1ccccc1	-4
O=C1NN(c2ccccc2)C(=O)/C1=C/c1cn(CCCOc2ccc(Cl)cc2)c2ccccc12	-3
Cc1nn(-c2ccccc2)c(OC(=O)c2ccc(F)cc2)c1S(=O)(=O)c1ccccc1	-5
CCCn1cnc(NC(=O)NCc2nnc(SCC)o2)n1	9
COc1ccc(NC(=O)CSc2ncc3c(n2)-c2cc(Cl)ccc2N(Cc2ccccc2F)S3(=O)=O)cc1	45*
CCCn1c2ccccc2c2cnn(CC(=O)N(CCCOC)Cc3ccco3)c(=O)c21	2
O=C1OC(N2CCN(CCO)CC2)c2ccccc21 (stereo not given)	7
COc1ccc(-c2ccc3c(N)c(C(=O)Nc4ccc(C)cc4)sc3n2)cc1	-6
COc1ccc(-c2c(C)oc3cc(OC)ccc23)cc1	-7
Cc1nnc(N2CCC(C(=O)NC3CCCCC3)CC2)c2nn(-c3ccc(Cl)cc3)c(C)c12	6

Arranged by length of the SMILES (smallest number first): some entries from above
SMILES	RBX1-CUL1 inh
CCCCCNC(=O)C1CCC(Cn2c(=O)c3sccc3n(CC)c2=O)CC1 (stereo not given)	1
COc1ccc(-c2ccc3c(N)c(C(=O)Nc4ccc(C)cc4)sc3n2)cc1	-6
O=c1ccc2cc(S(=O)(=O)Nc3ccc(OC(F)(F)F)cc3)ccc2[nH]1	4

(more compounds)
SMILES	RBX1-CUL1 inh
COc1cc(C)cc2oc(=O)c(CC(=O)NCc3cccc(Cl)c3)c(C)c12	0
CC(=O)N1c2ccccc2C2=NN(C)C(=N)SC21 (stereo not given)	-2
CCCOC(=O)C1C(C)=NC2=C(C(=O)CC(c3ccc(OC)c(OC)c3)C2)C1c1ccc(SC)cc1 (stereo not given)	-17
COc1ccc(/C=C2\CCCC3C2=NN(C(=O)CN2N=NC4C(=O)N(c5ccccc5)C(=O)C42)C3c2ccc(OC)cc2)cc1 (stereo not given)	1
N#CC1C(=N)Oc2c(oc(CO)cc2=O)C1c1ccc(Br)s1 (stereo not given)	2
Cc1ccc(-n2nc3ccc(NC(=O)COc4ccccc4C)cc3n2)cc1	3
Cc1cccc(NC(=O)CSc2nnc(C)c(=O)[nH]2)c1	0
COc1ccc(C(=O)Nc2nc(-c3ccc(Br)cc3)ns2)cc1	1
c1cnc(N2CCN(c3ncc4c(n3)CCNC4)CC2)nc1	-5
CCOC(=O)C1(Cc2ccccc2F)CCCN(C(=O)CCc2cccnc2)C1 (stereo not given)	-3
Cc1cccc(N2CCN(S(=O)(=O)c3ccc4[nH]c5c(c4c3)CCCCC5)CC2)c1C	-3
FC(F)(F)c1ccc(-c2nn3c(-c4ccc(C(F)(F)F)cc4)nnc3s2)cc1	0
CCC(CC)C(=O)Nc1ccc(O)c(C(=O)OC)c1	1
CCCc1cc(=O)oc2c(C)c(O)c(CN(C)C)cc12	0
COc1ccc(C2NC(c3ccc(OC)cc3)C([N+](=O)[O-])C(C)(C)C2[N+](=O)[O-])cc1 (stereo not given)	3
Cc1cccc(-n2c(C)nc3sccc3c2=O)c1	0
COC(=O)c1cn(Cc2cccc(C)c2)nn1	8
CCN(CC)CCCNC(=O)CN1C(=O)COc2ccc(S(=O)(=O)N3CCC(C)CC3)cc21	0
CC(=O)c1ccc(NC(=O)CCc2c(C)nc3cc(-c4ccc(Cl)cc4)nn3c2C)cc1	-3
O=S(=O)(Nc1ccc(F)c(C(F)(F)F)c1)c1ccc(N2CCCCS2(=O)=O)cc1	-11

Not a retest: five of the compounds above.
SMILES	RBX1-CUL1 inh
COc1cc(C)cc2oc(=O)c(CC(=O)NCc3cccc(Cl)c3)c(C)c12	0
CC(=O)N1c2ccccc2C2=NN(C)C(=N)SC21 (stereo not given)	-2
CCCOC(=O)C1C(C)=NC2=C(C(=O)CC(c3ccc(OC)c(OC)c3)C2)C1c1ccc(SC)cc1 (stereo not given)	-17
COc1ccc(/C=C2\CCCC3C2=NN(C(=O)CN2N=NC4C(=O)N(c5ccccc5)C(=O)C42)C3c2ccc(OC)cc2)cc1 (stereo not given)	1
N#CC1C(=N)Oc2c(oc(CO)cc2=O)C1c1ccc(Br)s1 (stereo not given)	2

(next part)
SMILES	RBX1-CUL1 inh
CC1CCCC(C)N1S(=O)(=O)c1ccc(Cl)cc1 (stereo not given)	-3
O=S(=O)(NC1CCCCC1)c1ccc(I)cc1	-2
CCOc1ccc(C2CC(=O)c3c([nH]c(C(=O)OC4CCC(C)CC4)c3C)C2)cc1 (stereo not given)	-3
COc1ccc(S(=O)Cc2ccc(C(=O)N3CCN(c4cccc(C)c4C)CC3)o2)cc1 (stereo not given)	1
COc1cc(C=C2C(=O)NC(=S)NC2=O)ccc1OCC(=O)N1CCCC1	0
CC1=NC(=S)N(c2ccccc2)C1C (stereo not given)	-2
COc1ccc(OCc2cc(C(=O)N3CCCN(C(C)=O)CC3)no2)c(Cl)c1	-3
O=C(Nc1cc(Oc2cccc(C(F)(F)F)c2)cc([N+](=O)[O-])c1)c1nn2c(C(F)(F)F)cc(-c3cccs3)nc2c1Cl	-8
Cc1[nH]c(=O)[nH]c(=O)c1CC(=O)N1CCCC1c1ccc(C(=O)N(C)C)s1 (stereo not given)	-11
O=C1c2cc([N+](=O)[O-])cc3cc([N+](=O)[O-])cc(c23)C(=O)N1c1cccc(Cl)c1	-12
Cc1ccccc1CNS(=O)(=O)Cc1ccc(F)cc1	1
COc1cccc(-c2ccc(NC(=O)C3CCCN3C(=O)C3CC3)cc2)c1 (stereo not given)	16
O=C(c1ccc([N+](=O)[O-])cc1[N+](=O)[O-])N1CCCCCC1	6
CCOC(=O)c1ccc(NC(=O)Cn2ncc3c(C)n(Cc4ccccc4F)c(C)c3c2=O)cc1	-1
C=CCOC(=O)C1C(C)=NC(=S)NC1c1ccccc1F (stereo not given)	5
O=C(NCCc1ccccc1)c1cnc2sc(N3CCCCC3)nn2c1=O	-2
Cc1ccc(NC(=O)C2CCN(S(=O)(=O)c3c(C)noc3/C=C/c3cccs3)CC2)cc1F	4
Cc1ccc(OCC(=O)NCC(=O)OCc2cc(=O)n3nc(C)sc3n2)cc1	0
Cc1nc2ccccc2n2c(-c3ccccc3)c3c(=O)n(C)c(=O)n(C)c3c12	9
CC(C)Oc1cccc(C(=O)Nc2ccc(-c3nc4cc(Cl)cc(Cl)c4o3)cc2)c1	3
COCc1ccc(C(=O)Nc2ccc(-c3nc(CNC(=O)c4cnsn4)c(C)o3)cc2)o1	-6
COc1cc(C(c2c(C)[nH]c3ccccc23)c2c(C)[nH]c3ccccc23)cc(Cl)c1O	-4
COc1cccc(OCc2cc(C(=O)NCc3cccc(C)n3)n[nH]2)c1	-1

A few values from the entries so far:
In RBX1-CUL1 inh, COCc1ccc(C(=O)Nc2ccc(-c3nc(CNC(=O)c4cnsn4)c(C)o3)cc2)o1 is entered as -6
In RBX1-CUL1 inh, O=C(NCCc1ccccc1)c1cnc2sc(N3CCCCC3)nn2c1=O is entered as -2
In RBX1-CUL1 inh, COc1cc(C=C2C(=O)NC(=S)NC2=O)ccc1OCC(=O)N1CCCC1 is entered as 0
In RBX1-CUL1 inh, Cc1ccccc1CNS(=O)(=O)Cc1ccc(F)cc1 is entered as 1
In RBX1-CUL1 inh, COc1ccc(OCc2cc(C(=O)N3CCCN(C(C)=O)CC3)no2)c(Cl)c1 is entered as -3
In RBX1-CUL1 inh, O=C(Nc1cc(Oc2cccc(C(F)(F)F)c2)cc([N+](=O)[O-])c1)c1nn2c(C(F)(F)F)cc(-c3cccs3)nc2c1Cl is entered as -8
In RBX1-CUL1 inh, Cc1ccc(OCC(=O)NCC(=O)OCc2cc(=O)n3nc(C)sc3n2)cc1 is entered as 0
